# Compound activity deposited in PubChem BioAssay by National Center for Advancing Translational Sciences (NCATS).
# Tau fluor counter – counter-screen for tau fibril formation inhibitors. tau K18 P301L Alexa594 fluorescence, heparin fibrillization. Potency, µM (doses to about 57.7 µM), for the others: at the highest dose activity change, negative = decrease. 280,000 compounds, 0.93% hits; note: nearly all actives have a fitted effect of over 55% in size
#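 Human tau K18 P301L (15 uM unlabeled, 0.24 uM Alexa 594-labeled) in 100 mM sodium acetate pH 7 with 20 uM heparin, 6 hr at 37 C. ThT 30 uM added, 1 hr ambient; Alexa 594 FP and total fluorescence read at 555/632 nm.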
# GLA spleen mod – inhibitors or activators of human alpha-galactosidase in spleen homogenate. P06280. human spleen homogenate, 4MU-alpha-Gal fluorescence, 40 min. Potency, µM (highest dose often 80 µM), without a hit: at the top dose activity change, negative = inhibition, hits mostly inhibitors. 240,000 compounds, 0.008% hits. AID 2107;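 note: 0% = enzyme with vehicle and -100% = no enzyme basal signal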
# Target sequence (P06280 32-429 limits assumed): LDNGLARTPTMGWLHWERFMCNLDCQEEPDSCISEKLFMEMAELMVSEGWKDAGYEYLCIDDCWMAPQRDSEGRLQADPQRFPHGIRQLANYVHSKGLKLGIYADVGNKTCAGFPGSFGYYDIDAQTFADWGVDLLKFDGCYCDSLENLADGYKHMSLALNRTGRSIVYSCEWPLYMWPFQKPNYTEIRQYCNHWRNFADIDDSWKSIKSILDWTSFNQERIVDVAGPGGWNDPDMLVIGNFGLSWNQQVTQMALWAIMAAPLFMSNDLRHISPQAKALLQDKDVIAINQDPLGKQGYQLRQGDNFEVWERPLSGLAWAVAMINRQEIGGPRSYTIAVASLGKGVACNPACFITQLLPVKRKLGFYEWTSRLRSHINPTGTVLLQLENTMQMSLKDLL
#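 Human spleen homogenate (1 ug) as enzyme source, 4-methylumbelliferyl-alpha-D-galactopyranoside 1 mM final, citrate/phosphate pH 5.0 with 0.01% Tween-20. Compounds 40 min at 37C, NaOH/glycine stop; fluorescence Ex 365/Em 440, Hill-fit AC50.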
# Tau ThT inhib – inhibitors of human tau fibril formation, thioflavin T binding | AID 1460 | recombinant tau K18 P301L, heparin-induced fibrillization, ThT fluorescence | 270,000 compounds, 2.1% hits | P10636 | Potency, µM (series often up to 57.4 µM), for inactives: at the highest dose activity, negative = inhibition, hits mostly inhibitors; note: nearly all actives have a fitted effect of over 55% in size
# Target sequence (P10636 561-689 P618L limits assumed): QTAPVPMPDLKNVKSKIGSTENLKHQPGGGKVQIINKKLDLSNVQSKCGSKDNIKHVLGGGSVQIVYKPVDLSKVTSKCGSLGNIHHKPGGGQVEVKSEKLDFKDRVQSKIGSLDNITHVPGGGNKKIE
#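 Aggregation was driven by heparin (20 uM final) acting on recombinant tau […] bearing P301L in 100 mM sodium acetate pH 7; fibrils were detected with Thioflavin T.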
# ALDH1A1 inh – blocks purified human ALDH1A1 activity. Potency, µM (series often up to 75.3 µM), for the others: top-dose activity, negative = inhibition, hits mostly inhibitors. Purified ALDH1A1, NADH fluorescence, propionaldehyde substrate. P00352. 220,000 compounds, 7.3% hits; active = well fitted inhibition curve with a large enough effect, not every such curve was filed as active; inconclusive = small, poorly fitted or top-dose-only effect, or another doubt; inactive = no such curve, though single readings can be large or run the other way;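 note: plate controls were no enzyme wells and a reference inhibitor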
# Target sequence (P00352 whole entry, looked up): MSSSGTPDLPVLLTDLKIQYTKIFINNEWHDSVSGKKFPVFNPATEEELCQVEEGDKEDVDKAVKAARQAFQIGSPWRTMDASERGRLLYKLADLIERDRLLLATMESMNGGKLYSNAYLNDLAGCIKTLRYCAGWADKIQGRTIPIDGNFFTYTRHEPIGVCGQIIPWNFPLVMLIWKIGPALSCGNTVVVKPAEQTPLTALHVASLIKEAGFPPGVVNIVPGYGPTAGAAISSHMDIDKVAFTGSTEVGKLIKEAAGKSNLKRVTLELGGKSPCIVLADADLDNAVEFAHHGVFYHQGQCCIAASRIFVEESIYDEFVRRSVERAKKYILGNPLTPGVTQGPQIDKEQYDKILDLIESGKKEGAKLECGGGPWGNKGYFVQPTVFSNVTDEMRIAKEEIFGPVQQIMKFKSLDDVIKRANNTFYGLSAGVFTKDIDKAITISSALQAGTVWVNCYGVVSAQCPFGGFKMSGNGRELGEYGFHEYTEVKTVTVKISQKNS
# Tau fibril FP – inhibitors of human tau fibril formation. P10636. K18 P301L tau heparin fibrillization, Alexa594 FP, 6 h. Potency, µM (top dose mostly 57.7 µM), for the others: at the top dose activity, negative = inhibition, hits mostly inhibitors. 280,000 compounds, 0.39% hits. AID 1468; note: nearly all actives have a fitted effect of over 55% in size
#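 Heparin (20 uM) drove fibril formation of recombinant tau K18 P301L, 15 uM unlabeled with 0.24 uM Alexa 594 label, for 6 hr at 37 C in 100 mM sodium acetate pH 7. Fluorescence polarization (555/632 nm) read 1 hr after 30 uM ThT.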
# TRb SRC2 PPI – TRbeta-SRC2 interaction inhibition. P10828. TRbeta-SRC2 peptide binding, fluorescence polarization; receptor liganded with 1 µM T3. Potency, µM (top dose mostly 106 µM), for inactives: at the top dose activity change, negative = inhibition, actives largely listed as inhibitors. 280,000 compounds, 0.065% hits;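 note: plate controls were bound peptide for no effect and peptide without receptor for full effect; nearly all actives have a fitted effect of over 50% in size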
#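 Human TRb ligand-binding domain (0.6 uM) is mixed with 20 nM Texas Red SRC2 peptide and 1 uM T3; after compound addition and 5 hr at ambient temperature, polarization is measured and normalized to unbound and bound controls.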
# TexasRed fluor – alters Texas Red total fluorescence, flagging assay interference; TRb/SRC2 Texas Red total fluorescence interference; Potency, µM (titrated, usually from 106 µM), for the others: at the highest dose fluorescence change, negative = quenching; 280,000 compounds, 0.29% hits; AID 1479; active = well fitted curve in either direction with a large enough effect; inconclusive = small, poorly fitted or top-dose-only effect
#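 Human TRβ ligand-binding domain (0.6 uM) and Texas Red SRC2 peptide (20 nM) in Tris buffer with 1 uM T3 and 5% DMSO were incubated with pinned compound for 5 hr at ambient temperature. Total fluorescence was computed as S + 2P (555/632 nm).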
# L3MBTL1 inh – L3MBTL1 (human) inhibition; Q9Y468; AlphaScreen L3MBTL1–H3K9me1 peptide binding; Potency, µM (series often up to 57.1 µM), for inactives: at the highest dose activity, negative = inhibition, actives largely listed as inhibitors; 230,000 compounds, 0.66% hits; note: nearly all actives have a fitted effect of over 60% in size
#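 Read-out is AlphaScreen signal from streptavidin donor and nickel chelate acceptor beads (10 ug/mL final each) bridging L3MBTL1 (50 nM) and biotinylated K9-monomethylated H3(1-15) peptide (75 nM), after 30 min compound exposure at room temperature.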
# Active calls of the source: *; u = inconclusive; x = not tested or not shown; [ ] = another dose, or the depositor's remark. Unless noted, calls come from the whole dose curve; as a rule, active = well fitted curve in the direction sought with a large enough effect; inconclusive = small, poorly fitted or top-dose-only effect, or another doubt; inactive = no such curve, though single readings can be large; an effect the other way counts as inactive or inconclusive. Unless noted, % is set by controls: 0 for no effect and ±100 for the full control effect; potency is the fitted concentration of half-maximal effect.
molecule | Tau fluor counter | GLA spleen mod | Tau ThT inhib | ALDH1A1 inh | Tau fibril FP | TRb SRC2 PPI | TexasRed fluor | L3MBTL1 inh
COc1ccc(OC)c(CNC(=O)c2nn(-c3ccc(OC)c(Cl)c3)c(=O)c3c2c2ccccc2n3C)c1 | -7% | x | 4% | x | -11% | 0% | -1% | x
COc1ccc(CC(=O)N/N=C(/C)c2ccco2)cc1 | -4% | 6% | -6% | 4% | 5% | 1% | -4% | 4%
CSc1cccc(NC(C)=O)c1 | 10% | 4% | 10% | 9% | 4% | -2% | -2% | -2%
CCOC(=O)N/N=C/c1ccccc1F | 0% | 0% | -6% | 17% | 2% | 1% | -2% | 8%
O=C(C1=C[C@@H](C2CC2)C[C@@H](OCc2ccc(CO)cc2)O1)N1CCN(Cc2ccccc2)CC1 | 0% | 9% | -12% | -10% | -2% | -4% | -1% | 8%
COc1ccccc1N1CCN(S(=O)(=O)c2cc(C)sc2C)CC1 | -25% | -7% | -16% | -2% | 7% | 0% | -4% | x
CCOC(=O)N1CCc2c(sc3c2c(=O)n(Cc2ccccc2)c(=O)n3CC(=O)Nc2cccc(CC)c2)C1 | -27% | x | 6% | x | u | -5% | 0% | x
COc1ccccc1NC(=O)c1ccccc1NC(=O)c1ccccc1 | -26% | x | -4% | x | -17% | -1% | 4% | x
O=C(Cn1nnc(-c2ccccc2F)n1)Nc1ccc(S(=O)(=O)NC2CCCC2)cc1 | -28% | 14% | 23% | 0% | u | u | -13% | 14%
COc1ccc(C2C(=O)N(C3CCCCC3)CC(=O)N2CCC2=CCCCC2)cc1 (stereo unspecified) | -7% | x | -5% | x | -14% | -3% | -2% | x
Cc1ccc(-c2ccc(SCC(=O)c3ccccc3)nn2)cc1 | -20% | 3% | u | u | 0% | 9% | -2% | 17%
CCN(CC)S(=O)(=O)c1ccc(F)c(C(=O)NCCCN2CCOCC2)c1 | 5% | 7% | -3% | -1% | 0% | 0% | 0% | 1%
Cc1ccc(C(C(=O)NC2CCCCC2)N(C(=O)CCCC(=O)Nc2ccccn2)c2ccc3c(c2)OCCO3)cc1 (stereo unspecified) | 9% | -10% | 5% | -12% | -2% | -5% | -6% | -3%
O=C(Cn1c(=O)n(-c2ccccc2)c(=O)c2ccc(C(=O)NCc3ccc4c(c3)OCO4)cc21)Nc1ccc(F)cc1 | -23% | x | u | x | u | 5% | -1% | x
O=C(O)/C=C/c1coc2ccccc2c1=O | -1% | -1% | -4% | 7% | 3% | -3% | 2% | -4%
O=C1NC(=Nc2ccccc2)S/C1=C\c1cccs1 | -24% | 7% | x | x | -10% | 8% | -2% | x
CCC(=O)Nc1cccc(NC(=O)c2cc3ccccc3o2)c1 | -8% | -4% | -10% | 0% | -2% | -6% | -2% | 7%
CC1(C)CN(c2ccc(F)cc2)C1=O | 1% | -7% | -2% | 6% | -2% | -3% | 0% | -1%
CS(=O)(=O)NCCn1ccc2ccccc21 | -11% | -5% | -4% | -3% | 3% | 3% | 1% | x
CC(C)(C)C1CCC2(CC1)Nc1cccc3cccc(c13)N2 | -27% | -1% | u | u | 7% | -26% | -1% | x
CCOC(=O)N/N=C/c1cn(CCCOc2ccc(C)cc2)c2ccccc12 | u | -2% | u | u | 11% | 1% | -2% | 1%
COc1ccc(-c2c(C)nc(N)nc2-c2ccc(OCc3ccc(C)cc3)cc2O)cc1OC | -12% | 13% | -11% | 12% | 6% | 0% | -2% | -21%
CC(C)(C)c1csc(NC(=O)c2ccncc2)n1 | 1% | 9% | 0% | -4% | 12% | 18% | 1% | -6%
C/C(=N/NC(=O)CN1CCN(S(=O)(=O)c2ccc(Br)cc2)CC1)c1ccco1 | 1% | -3% | -2% | -5% | -3% | 2% | -2% | 8%
Cc1ccc(/C=N/NC(=O)Cn2nnc(N)n2)cc1 | 5% | -4% | 3% | x | 7% | 5% | 0% | x
CC(=O)N1CCc2c(sc3nc(SCC(C)C)n(-c4ccc(F)c(Cl)c4)c(=O)c23)C1 | -5% | x | u | x | -12% | 5% | 8% | x
Cc1ccc(S(=O)(=O)N(C)C)cc1NC(=O)C1CCCCC1 | -12% | -1% | -3% | -5% | -4% | 4% | -5% | 3%
Cc1ccc(-c2csc(NC(=O)C3CC(=O)N(Cc4ccco4)C3)n2)cc1 (stereo unspecified) | -1% | 7% | 8% | u | 3% | 0% | 1% | -19%
CCCCSc1nc2c(cnn2-c2ccc(Cl)cc2)c(=O)[nH]1 | 0% | 1% | 3% | 22% | 5% | 5% | -1% | 10%
CCOC(=O)C1CCN(C(=O)c2nn(-c3ccc(C)cc3)c(=O)c3c2c2ccccc2n3C)CC1 | -11% | x | -6% | x | -5% | 3% | -2% | x
COc1ccc(-c2cc(C(F)(F)F)nc(-n3ccnc3C)n2)cc1 | -16% | -4% | -19% | u | -10% | 4% | -1% | 9%
COc1cc(NC(=O)c2ccco2)c(C(=O)OCC(=O)c2c[nH]c3ccccc23)cc1OC | u | 2% | -6% | -1% | 0% | 3% | -2% | -20%
O=C(CN(CCc1ccccc1)S(=O)(=O)c1ccccc1)NCc1ccc(Cl)cc1 | u | x | -7% | x | -7% | -6% | 3% | x
COc1cc(SC)ccc1C(=O)NCc1ccccc1 | 2% | 2% | 6% | u | 12% | -24% | 2% | 38%[activator]
COc1ccc(-n2nc(C(=O)O)c(=O)n(C)c2=O)cc1 | -9% | x | -9% | x | 0% | 10% | -1% | x
O=C(COC(=O)COc1ccccc1Cc1ccccc1)Nc1cccnc1Cl | 2% | -2% | 4% | 4% | 2% | 7%[53 µM] | -1%[53 µM] | -8%
CCOc1ccc(/C=N/NC(=S)NC2CC3C=CC2C3)cc1 (stereo unspecified) | -16% | -3% | -4% | -3% | 1% | 2% | -1% | -14%
O=C(Nc1nc(-c2cccs2)cs1)c1ccc(S(=O)(=O)N2CCCC2)cc1 | u | 11% | -14% | u | -15% | -3% | -2% | -1%
CC1CCCCN1CCCNC(=O)c1cc(Sc2cccc(Cl)c2)nc2ccccc12 (stereo unspecified) | -11% | x | 1% | x | -2% | 2% | -3% | x
C=CCOC(=O)c1ccc(-n2cncn2)nc1 | -3% | -4% | -1% | 4% | -10% | -2% | 1% | x

# Already shown: entries from further up.
molecule | Tau fluor counter | GLA spleen mod | Tau ThT inhib | ALDH1A1 inh | Tau fibril FP | TRb SRC2 PPI | TexasRed fluor | L3MBTL1 inh
COc1ccc(-c2cc(C(F)(F)F)nc(-n3ccnc3C)n2)cc1 | -16% | -4% | -19% | u | -10% | 4% | -1% | 9%
COc1cc(NC(=O)c2ccco2)c(C(=O)OCC(=O)c2c[nH]c3ccccc23)cc1OC | u | 2% | -6% | -1% | 0% | 3% | -2% | -20%
O=C(CN(CCc1ccccc1)S(=O)(=O)c1ccccc1)NCc1ccc(Cl)cc1 | u | x | -7% | x | -7% | -6% | 3% | x
COc1cc(SC)ccc1C(=O)NCc1ccccc1 | 2% | 2% | 6% | u | 12% | -24% | 2% | 38%[activator]
COc1ccc(-n2nc(C(=O)O)c(=O)n(C)c2=O)cc1 | -9% | x | -9% | x | 0% | 10% | -1% | x
O=C(COC(=O)COc1ccccc1Cc1ccccc1)Nc1cccnc1Cl | 2% | -2% | 4% | 4% | 2% | 7%[53 µM] | -1%[53 µM] | -8%
CCOc1ccc(/C=N/NC(=S)NC2CC3C=CC2C3)cc1 (stereo unspecified) | -16% | -3% | -4% | -3% | 1% | 2% | -1% | -14%
O=C(Nc1nc(-c2cccs2)cs1)c1ccc(S(=O)(=O)N2CCCC2)cc1 | u | 11% | -14% | u | -15% | -3% | -2% | -1%
CC1CCCCN1CCCNC(=O)c1cc(Sc2cccc(Cl)c2)nc2ccccc12 (stereo unspecified) | -11% | x | 1% | x | -2% | 2% | -3% | x
C=CCOC(=O)c1ccc(-n2cncn2)nc1 | -3% | -4% | -1% | 4% | -10% | -2% | 1% | x

# Next section:
molecule | Tau fluor counter | GLA spleen mod | Tau ThT inhib | ALDH1A1 inh | Tau fibril FP | TRb SRC2 PPI | TexasRed fluor | L3MBTL1 inh
CCCCOc1ccc(C(=O)Nc2nc3c(s2)CC(C)CC3)cc1 (stereo unspecified) | -8% | x | u | x | -12% | 3% | -25% | x
CC(=O)Nc1ccc(OCC(=O)NCc2ccc(C)cc2)cc1 | 0% | 2% | 1% | -2% | 7% | -5% | 1% | 5%
CCOc1ccc(NC(=O)CSc2ncc(S(=O)(=O)c3ccc(F)c(C)c3)c(=O)[nH]2)cc1 | 6% | x | 9% | x | 10% | -4% | -19% | x
CS(=O)(=O)N1CCN(C(=O)c2cccnc2)CC1 | 0% | 9% | 0% | 3% | -4% | -2% | -4% | -7%
Cn1c2ccccc2c2ncn(CCCN3CCOCC3)c(=O)c21 | 2% | 5% | -9% | u | -1% | -3% | -2% | 14%[11.4 µM]
CCOC(=O)C(CCOc1cccc(CC)c1)C(=O)OCC | -7% | -7% | -13% | 0% | 1% | 2% | 1% | 62%[activator]
Cc1cc(C)cc(N2C(=O)N(c3ccccc3C)C3CS(=O)(=O)CC32)c1 (stereo unspecified) | -3% | -17% | 2% | 2% | 3% | -9% | -2% | x
O=C(Cc1cccs1)Nc1cccc(-c2ccc3nncn3n2)c1 | -12% | -6% | -9% | u | -8% | -4% | 1% | x
CC1CCCN(Cc2cn3c(-c4cccc(Br)c4)nnc3s2)C1 (stereo unspecified) | -16% | x | -16% | x | -2% | 8% | -2% | x
Cc1ccc(-c2cc(-c3ccco3)c(C#N)c(=O)[nH]2)cc1 | -17% | u | u | x | u | 9% | -16% | 28µM*
Cc1ccc(C2(O)CN(c3ccccc3)C3=[N+]2CCS3)cc1 (stereo unspecified) | -24% | 3% | u | 1% | 1% | -10% | -1% | -2%
COc1ccc(-c2csc(NC(=O)CSc3nc(C)nc4sc(C(=O)O)c(C)c34)n2)cc1 | -2% | -22% | u | u | 6% | 4% | -2% | 4%
COCCNC(=O)c1cnn(-c2cccc(C)c2)c1-n1cccc1 | -3% | x | 0% | x | -14% | 11% | -2% | x
CSc1nc(=O)n(-c2ccccc2)c(C)c1C(C)=O | -7% | 9% | -7% | -2% | -6% | -8% | -2% | 4%
